# Assay outcomes as filed in PubChem.
# Keap1 Nrf2 FP: Keap1-Nrf2 (human) interaction inhibition; Keap1 Kelch-Nrf2 peptide fluorescence polarization, 1536-well; inhibition, % at 9.4 µM; Q14145; 340,000 tested, 0.15% active; in the data active = inhibition above about 12%;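 note: human Keap1 Kelch domain with fluorescein labeled Nrf2 9mer peptide probe; 0% = neutral control wells and 100% = peptide positive control; higher means more block of Keap1 binding to Nrf2 peptide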
# Rtt109 HAT inh: inhibitors of Candida albicans Rtt109/Vps75 histone acetyltransferase; Q5AAJ8; purified Rtt109/Vps75, ThioGlo CoA-SH fluorescence, 4 h; inhibition, % at 34.9 µM; 330,000 tested, 0.16% active; AID 540336;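 active = inhibition of at least 50% in every replicate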
# RTF Ca sens inh: cardiac RTF calcium desensitization; IANBD-labeled cardiac RTF, Ca2+ fluorescence; inhibition, % at 7.15 µM; 340,000 tested, 0.12% active; AID 493244;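 active = inhibition above the mean inhibition of all tested compounds plus 3 SD, cut at about 17% in these data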;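 note: assay run at fixed EC70 calcium of 1.6 mM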
# cardiac RTF act: cardiac RTF calcium sensitization. activation, % at 7.2 µM. 340,000 tested, 0.24% active. IANBD-labeled TnC RTF fluorescence at EC20 calcium; 0% EC20 calcium, 100% full calcium;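 active = activation above the mean over all tested compounds plus 3 SD, cut at about 30% in these data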;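 note: rise in fluorescence read as greater calcium sensitivity of cardiac thin filaments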
# DAGLB inhibitor: blocks human DAGLB lipase activity; HEK293T DAGLB membrane lysate, EnzChek fluorogenic substrate; 340,000 tested, 0.059% active; Q8NCG7; inhibition, % at 5.17 µM; in the data active = inhibition above about 34%;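 note: 0% = enzyme with vehicle and 100% = wells lacking enzyme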
# Target sequence (Q8NCG7 whole entry, looked up): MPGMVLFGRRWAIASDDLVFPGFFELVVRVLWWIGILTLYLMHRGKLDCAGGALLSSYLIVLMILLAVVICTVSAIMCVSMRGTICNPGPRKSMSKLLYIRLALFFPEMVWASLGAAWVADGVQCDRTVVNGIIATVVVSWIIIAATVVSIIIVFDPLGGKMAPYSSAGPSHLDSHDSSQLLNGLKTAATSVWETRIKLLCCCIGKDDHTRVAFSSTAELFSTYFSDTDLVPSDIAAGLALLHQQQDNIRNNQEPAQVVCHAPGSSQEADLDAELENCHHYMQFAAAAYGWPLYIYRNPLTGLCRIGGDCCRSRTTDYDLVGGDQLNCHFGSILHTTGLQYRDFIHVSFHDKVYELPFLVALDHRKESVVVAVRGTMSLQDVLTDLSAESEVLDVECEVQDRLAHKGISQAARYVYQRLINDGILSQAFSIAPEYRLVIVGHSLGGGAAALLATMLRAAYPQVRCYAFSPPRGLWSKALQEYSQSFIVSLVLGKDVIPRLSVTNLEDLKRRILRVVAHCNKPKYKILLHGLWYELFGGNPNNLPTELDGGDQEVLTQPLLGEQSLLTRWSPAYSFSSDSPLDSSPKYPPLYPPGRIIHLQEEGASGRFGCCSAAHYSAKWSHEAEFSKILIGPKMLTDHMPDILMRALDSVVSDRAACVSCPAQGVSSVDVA
# PKA-R2B activ: activators of human PKA-R2B complex. PKA-R2B holoenzyme dissociation, Cy5-IP20 fluorescence polarization; R2B truncated from residue 108, S112A mutant; 0% DMSO only, 100% 113 µM cGMP. activation, % at 11.4 µM. 340,000 tested, 0.079% active;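 active = activation above a cutoff set at the mean over all compounds plus 3 SD, cut at about 18% in these data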;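 note: higher means more holoenzyme dissociation and a rise in polarization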
# Target sequence (P31323 whole entry, looked up, other chains not shown, the tested form may be a part): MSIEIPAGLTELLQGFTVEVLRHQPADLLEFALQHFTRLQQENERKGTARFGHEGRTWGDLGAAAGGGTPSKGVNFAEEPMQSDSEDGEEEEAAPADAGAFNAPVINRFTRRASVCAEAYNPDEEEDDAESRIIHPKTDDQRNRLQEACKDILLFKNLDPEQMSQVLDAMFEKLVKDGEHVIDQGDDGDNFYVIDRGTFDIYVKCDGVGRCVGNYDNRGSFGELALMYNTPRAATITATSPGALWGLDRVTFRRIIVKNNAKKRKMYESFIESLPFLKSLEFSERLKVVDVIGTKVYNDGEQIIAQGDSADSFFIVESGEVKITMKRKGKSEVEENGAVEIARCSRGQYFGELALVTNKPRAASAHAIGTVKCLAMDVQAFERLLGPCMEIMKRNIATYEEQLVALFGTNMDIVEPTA
# CAL PDZ FP-1: human CAL PDZ-peptide interaction inhibition; purified CAL PDZ, TMR-peptide fluorescence polarization, 1 h; inhibition, % at 20 µM; 330,000 tested, 0.02% active; AID 504414;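 active = highest replicate inhibition of at least 40%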;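 note: plate controls were DMSO neutral control wells for no effect and unlabeled competitor peptide control wells for full effect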
#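 Control set: unlabelled peptide and DMSO controls / Material: purified CerCALP PDZ construct / Timing: 1 h incubation at room temperature before polarization reading / Doses: 20 µM, one dose / Detection: fluorescence polarization (mP)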
# CAL PDZ FP-2: blocks peptide binding to the human CAL PDZ domain | Q9HD26 | purified CAL PDZ, TMR-peptide fluorescence polarization, 1 h | 300,000 tested, 0.92% active | AID 602252 | inhibition, % at 24.9 µM;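 active = mean inhibition of at least 30% with at least half of replicates also reaching 30%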;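 note: 0% = DMSO neutral control and 100% = excess unlabeled competitor peptide PRC23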
# LANA DNA inh: KSHV C-LANA DNA binding inhibition; MBP-C-LANA/FAM-LBS DNA binding, fluorescence polarization; inhibition, % at 9 µM; 340,000 tested, 0.078% active; AID 504423;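 active = highest replicate inhibition at or above 60% at 9 µM, even if other replicates fall short; inactive = all replicates below 60% inhibition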;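 note: 0% = neutral control wells and 100% = 4 µM acridine orange control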
# SR-BI uptake up: activators of SR-BI mediated HDL lipid uptake; CHO ldlA[mSR-BI] cells, DiI-HDL uptake fluorescence, 3 h; 100 = double the neutral-control signal; activation, % at 12.5 µM; 320,000 tested, 0.096% active; AID 504775;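 active = mean replicate activation of at least 60% and every replicate at or above 60%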;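 note: 0% = median plate neutral-control signal and 100% = twice that signal; values of inactives mirror those of a sister screen read the other way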
#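 Assay system: CHO ldlA[mSR-BI] cells, LDL receptor-null, SR-BI overexpressing; medium: Ham's F12 with 0.5% BSA, HEPES 25 mM, pH 7.4; also added: DiI-HDL 10 µg/mL; timing: 3 h uptake period with compound, 37 °C; signal: DiI fluorescence, bottom read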
# The depositor's hits bear a star; / = no result given; & = joins results of further samples.
cpd	compound	Keap1 Nrf2 FP	Rtt109 HAT inh	RTF Ca sens inh	cardiac RTF act	DAGLB inhibitor
1	Cc1cccc(C)c1N1C(=O)c2ccccc2C1=O	1.1	2.1	-3.5	3.0	-1.1
2	O=C(NCc1cccc(Cl)c1)c1cccc(C(F)(F)F)c1	0.3	-2.9	1.9	2.4	-5.6
3	COC(=O)c1nc(NC(=O)c2ccccc2Br)n[nH]1	-2.7	1.3	-2.1	6.2	1.9
4	COCCCNCc1cc(C)n(-c2cc(S(=O)(=O)N3CCOCC3)ccc2N2CCCC2)c1C	-3.0	9.1	-6.6	0.1	1.9
5	CCOC(=O)N1CCC(N2CCN(S(=O)(=O)c3ccc(Cl)cc3)CC2)CC1	5.0	2.9	-8.6	-1.6	-2.9
6	CC[C@]1(c2ccccc2OC)C(=O)N(C(=O)OC)N1C(=O)OC	-40.6	-11.5	0.8	7.5	1.9
7	Cc1ccc(-c2nnc(N3CCN(C(=O)CN4CCOCC4)CC3)c3ccccc23)cc1	-1.8	/	3.5	1.6	1.5
8	Cc1c(CN(C)CCc2ccccc2)c(=O)n(-c2ccccc2)n1C	6.2	-2.5	0.3	2.6	1.9
9	CCc1cc(=O)oc2c(C)c(OCC(=O)NCCCN3CCCC3=O)ccc12	3.7	25.2	-0.9	-2.6	-3.1
10	COC(=O)C1=C(C(=O)OC)[C@@H]2N(C)c3ccc(OC)cc3[C@@]23C[C@@H](C(=O)OC)N(C(=O)c2ccco2)C3=N1	-5.4	9.7	6.7	-5.7	0.5

cpd	PKA-R2B activ	CAL PDZ FP-1	CAL PDZ FP-2	LANA DNA inh	SR-BI uptake up
1	0.0	-1.6	-1.4	1.6	0.6
2	0.9	-0.3	0.5	-1.4	32.6
3	-4.1	-4.3	4.0	-2.7	32.6
4	-3.3	0.2	/	1.0	15.9
5	-0.9	-0.7	-2.0	1.0	12.8
6	10.1	0.1	-2.3	-1.3	10.6
7	3.1	-2.5	-1.7	-1.1	-47.4
8	-8.3	-0.3	3.6	1.9	22.4
9	-3.0	-1.8	9.5	0.3	7.7
10	8.3	-0.2	-2.7	-0.1	10.1

# Further structures.
cpd	compound	Keap1 Nrf2 FP	Rtt109 HAT inh	RTF Ca sens inh	cardiac RTF act	DAGLB inhibitor
11	O=c1/c(=C\c2cccn2-c2ccccc2)sc2nc3ccccc3n12	2.4	-10.0	-10.8	2.3	-3.9
12	Fc1ccc(NC(=S)Nc2cccnc2)c(Cl)c1	-3.6	-5.6	14.3	-3.8	0.4
13	CCCn1nnc(NC(=S)NC(=O)C(C)(C)C)n1	-1.7	-2.4	3.9	0.8	-0.1
14	COc1ccc(Cl)cc1NC(=O)CN(C)C(=O)C12CC3CC(CC(Cl)(C3)C1)C2	0.2	2.3	-15.3	-1.8	-0.4
15	O=C(CSc1nc(C(F)(F)F)cc(=O)[nH]1)NCc1ccc2c(c1)OCO2	2.3	-6.1	-5.0	0.0	-4.1
16	CC(=O)N(NC(=O)c1ccccc1Cl)C1CC(=O)N(c2ccc(C)cc2)C1=O (centres undefined)	0.0	/	-1.8	5.0	1.3
17	Cc1cc(=O)oc2cc(OC(=O)CCCCCN3C(=O)c4ccccc4C3=O)ccc12	1.0	-8.6	-4.4	-2.6	-0.3
18	COc1cccc(OC)c1C(=O)N1CCNCC1	-7.2	5.0	-6.1	-6.4	-1.9
19	COc1ccc(OCc2nnc(SCC(=O)Nc3ccc(C)cc3)o2)cc1	-0.3	-6.0	0.9	0.2	-1.8
20	O=C(Nc1ccc2c(c1)OCCO2)c1ccccc1F	1.5	11.0	0.2	5.1	-1.5

cpd	PKA-R2B activ	CAL PDZ FP-1	CAL PDZ FP-2	LANA DNA inh	SR-BI uptake up
11	8.1	-3.3	1.9	-0.4	12.4
12	0.8	-1.2	-2.8	-1.3	2.4
13	-1.3	0.8	-4.1	-0.4	-14.5
14	-3.3	-1.8	-3.2	0.6	-37.3
15	1.3	-1.9	-3.5	-0.6	6.1
16	-0.4	-1.8	-2.2	-2.4	16.0
17	-6.1	-2.8	-4.8	-1.2	23.5
18	1.3	/	24.6	1.9	8.3
19	-1.2	0.5	-3.3	1.5	/
20	16.5	0.0	0.4	-1.3	14.6

# Later entries:
cpd	compound	Keap1 Nrf2 FP	Rtt109 HAT inh	RTF Ca sens inh	cardiac RTF act	DAGLB inhibitor
21	Cc1ccc2nc(Cl)c(/C=N/NC(=O)[C@H]3C[C@@H]3c3ccccc3)cc2c1	-7.7	/	-3.9	2.5	-2.9
22	COc1ccc(CCNC(=O)CNCC2CCCO2)cc1OC (centres undefined)	-3.1	-2.6	1.2	3.0	-0.8
23	CC(C)C(=O)Nc1ccc(C(=O)NCc2cccnc2)cc1	-2.9	9.7	-9.1	-0.8	1.5
24	Cc1nn(-c2ccccc2)c(-c2ccccc2[N+](=O)[O-])c1C(=O)O	-3.5	6.7	/	/	/
25	COc1ccc(C(=O)Nc2ccnn2C2CCN(Cc3cn(C)nc3C)CC2)cc1	-1.4	8.3	1.8	0.7	3.3
26	O=C(O)CCCC(=O)Nc1ccc2c(c1)oc1ccccc12	-2.7	-2.9	-11.3	4.4	1.7
27	CCCCn1c(N)c(N(CCOC)C(=O)C2CCN(C(=O)c3ccccc3C)CC2)c(=O)[nH]c1=O	-4.4	-21.5	-7.0	1.7	0.8
28	NC(=S)Nc1cccc2[nH]ncc12	-6.0	4.9	-6.2	-3.4	-1.6
29	CCc1cc2c(=O)oc(-c3ccc(F)cc3)nc2s1	3.1	-0.1	-8.0	-5.9	-1.9
30	COc1cc2nc(N(CCCN(C)C)C(=O)c3ccc(C(=O)c4ccccc4)cc3)sc2cc1OC	4.1	38.0	-8.8	-1.5	3.9

cpd	PKA-R2B activ	CAL PDZ FP-1	CAL PDZ FP-2	LANA DNA inh	SR-BI uptake up
21	-6.8	-2.1	-2.6	-0.7	-13.8
22	4.2	-0.8	0.4	-0.8	25.8
23	-9.6	1.2	2.1	-1.1	2.2
24	/	-1.3	-4.1	0.5	2.7
25	-11.2	-0.7	/	-1.0	/
26	-2.5	-0.1	-2.4	-1.5	/
27	-8.7	-2.0	-1.7	1.8	16.1
28	2.4	-2.4	-5.2	2.1	12.6
29	-4.0	-1.2	-5.6	-2.6	15.3
30	-0.8	-2.0	0.7	-0.6	3.2

# Continued:
cpd	compound	Keap1 Nrf2 FP	Rtt109 HAT inh	RTF Ca sens inh	cardiac RTF act	DAGLB inhibitor
31	CCOc1ccc(C(=O)N[C@H](C(=O)Nc2ccc(OC)c(S(=O)(=O)N3CCOCC3)c2)C(C)C)cc1	-4.0	14.0	-5.6	11.2	0.2
32	COc1ccc(OC)c(NC(=O)c2sc3nc(Cc4ccccc4)cc(C(F)(F)F)c3c2N)c1	-2.9	-11.0	-7.8	2.5	-3.5
33	Cc1ccc(-n2c(CNc3ccc(F)cc3)nnc2SCC(=O)O)cc1	0.8	-4.0	/	/	/
34	CCN1CCN(S(=O)(=O)c2cccc(S(=O)(=O)N3CCOCC3)c2)CC1	-1.4	1.6	3.8	3.1	0.7
35	Cc1ccc(NC(=O)c2ccc(S(=O)(=O)NCc3ccco3)cc2)nc1	-0.1	-13.9	-8.7	-2.3	-0.7
36	Cc1ccc(CN2C(=O)CCC2C(=O)NC2CCCC2)cc1 (centres undefined)	1.0	3.9	1.8	4.0	-1.9
37	Cc1ccc(C(C)C)cc1OCCn1cncn1	6.2	20.0	-10.7	2.6	-1.4
38	COc1ccc(CN2CC(C(=O)NCCCOC(C)C)CC2=O)cc1 (centres undefined)	-3.0	6.4	-7.0	1.7	-0.8
39	NC(=O)NC1NC(=O)NC1=O (centres undefined)	2.6	-1.3	-4.5	0.9	-3.0
40	Nc1nnc(COc2ccccc2)s1	-1.5	1.2	6.2	-3.1	2.5

cpd	PKA-R2B activ	CAL PDZ FP-1	CAL PDZ FP-2	LANA DNA inh	SR-BI uptake up
31	-1.9	-1.9	-1.3	0.5	-34.3
32	3.3	0.3	/	-1.1	-71.2
33	/	-1.5	4.8	-0.5	-17.3
34	-8.3	/	-3.5	-0.5	12.1
35	7.8	-1.1	1.9	-2.3	-3.7
36	-1.5	-1.6	-3.9	-0.5	/
37	-2.7	/	66.3*	0.1	14.2
38	-2.7	-0.3	-3.8	0.4	28.6
39	3.9	0.4	-4.4	-0.6	8.5
40	-2.3	-0.6	-2.1	1.1	27.3

# (list continues)
cpd	compound	Keap1 Nrf2 FP	Rtt109 HAT inh	RTF Ca sens inh	cardiac RTF act	DAGLB inhibitor
41	O=C(c1ccccc1S(=O)(=O)NCc1ccccc1)N1CCCC1	-2.3	9.5	-3.8	10.9	-0.5
42	C=CCc1ccccc1OCC(O)CN1CCN(Cc2ccc3c(c2)OCO3)CC1 (centres undefined)	-5.2&-6.7	-3.2&8.8	1.5&7.8	-1.8&-0.3	-0.7&0.3
43	CCn1nc(NS(=O)(=O)c2ccccc2)c2cc3ccccc3nc21	-3.8	-0.1	-7.2	-3.1	3.5
44	CCCOc1ccccc1NC(=O)c1ccc(N)cc1	-8.9	-0.2	3.9	4.7	-0.2
45	CC1=NNC(=O)C1CC(=O)N/N=C(\C)c1ccco1 (centres undefined)	-4.5	1.0	8.1	-2.6	0.9

cpd	PKA-R2B activ	CAL PDZ FP-1	CAL PDZ FP-2	LANA DNA inh	SR-BI uptake up
41	3.9	-0.1	/	4.5	7.2
42	0.3&-0.5	-1.2&-1.9	-8.1&14.3	-0.6&-0.4	4.6&-4.8
43	2.7	0.4	6.2	1.0	6.4
44	-2.9	/	-1.3	-1.4	-53.0
45	-8.4	-0.4	0.7	-2.8	25.7

# From entry 1 to 6, copied from above:
cpd	compound	Keap1 Nrf2 FP	Rtt109 HAT inh	RTF Ca sens inh	cardiac RTF act	DAGLB inhibitor
1	Cc1cccc(C)c1N1C(=O)c2ccccc2C1=O	1.1	2.1	-3.5	3.0	-1.1
2	O=C(NCc1cccc(Cl)c1)c1cccc(C(F)(F)F)c1	0.3	-2.9	1.9	2.4	-5.6
3	COC(=O)c1nc(NC(=O)c2ccccc2Br)n[nH]1	-2.7	1.3	-2.1	6.2	1.9
4	COCCCNCc1cc(C)n(-c2cc(S(=O)(=O)N3CCOCC3)ccc2N2CCCC2)c1C	-3.0	9.1	-6.6	0.1	1.9
5	CCOC(=O)N1CCC(N2CCN(S(=O)(=O)c3ccc(Cl)cc3)CC2)CC1	5.0	2.9	-8.6	-1.6	-2.9
6	CC[C@]1(c2ccccc2OC)C(=O)N(C(=O)OC)N1C(=O)OC	-40.6	-11.5	0.8	7.5	1.9

cpd	PKA-R2B activ	CAL PDZ FP-1	CAL PDZ FP-2	LANA DNA inh	SR-BI uptake up
1	0.0	-1.6	-1.4	1.6	0.6
2	0.9	-0.3	0.5	-1.4	32.6
3	-4.1	-4.3	4.0	-2.7	32.6
4	-3.3	0.2	/	1.0	15.9
5	-0.9	-0.7	-2.0	1.0	12.8
6	10.1	0.1	-2.3	-1.3	10.6
